# Compound activity: PubChem BioAssay, several laboratories
# IMP-1 inh = IMP-1 metallo-beta-lactamase inhibitors, primary screen, biochemical, epi-absorbance readout, Pseudomonas aeruginosa enzyme | metallo-beta-lactamase IMP-1 (Pseudomonas aeruginosa) | purified IMP-1, nitrocefin hydrolysis, epi-absorbance fluorescence | inhibition, % at 5.6 µM | 0.45% of 290,000 active | AID 1556, 2009;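 active = inhibition above the mean plus 3 SD of all compounds in the same screening run, cut at about 4.5% in these data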;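 also: 0% = IMP-1 with DMSO and 100% = DMSO wells lacking enzyme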
#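 Assay system: purified recombinant IMP-1 beta-lactamase. Input: IMP-1 0.2 nM before substrate addition. Buffer or medium: Zinc- and detergent-supplemented HEPES buffer, pH 7.1. Schedule: 25 °C, 15 min preincubation, 25 min reaction. Signal: Epi-absorbance fluorescence, 480 nm excitation, 530 nm emission. Evaluation: percent inhibition from optical density relative to buffer-blank wells.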
# VIM-2 inhibitor = VIM-2 metallo-beta-lactamase inhibitors, primary screen, biochemical, epi-absorbance readout, Pseudomonas aeruginosa enzyme; purified VIM-2, nitrocefin hydrolysis, epi-absorbance fluorescence; 0.89% of 290,000 active; inhibition, % at 5.6 µM;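 active = inhibition above the mean of all tested compounds plus 3 SD, cutoff set per screening run, cut at about 7.5% in these data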;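 also: red hydrolysis product quenches plate fluorescence so inhibitors raise well fluorescence; 0% = enzyme with DMSO and 100% = DMSO without enzyme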
# GalR3 antag = GalR3 antagonists in HEK293 cells, primary screen, cell-based, fluorescence readout. HEK293 GalR3-CNG cAMP membrane potential fluorescence; galR3 body fused to GalR1 C-terminus. Galanin receptor type 3 (Homo sapiens), O60755. inhibition, % at 3 µM. 0.44% of 360,000 active. AID 651719, 2012;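 active = inhibition above the screen-wide average plus 3 SD, cut at about 13% in these data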;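 also: forskolin and galanin both at EC90 stimulate the cells; cAMP rise reported by CNG channel membrane potential dye signal; 0% = forskolin plus galanin with DMSO and 100% = forskolin alone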
# UBC9 SUMO inh = inhibitors of in vitro SUMOylation cascade, primary screen, biochemical, HTRF, uHTS. HTRF SUMOylation assay, SAE1/SAE2 + UBC9. SUMO-conjugating enzyme UBC9 (Homo sapiens), P63279. inhibition, % at 35 µM. 0.36% of 290,000 active; in the data active = inhibition above about 50%, passing the limit was not always enough; also: strong numbers were not always called active
# CRFBP-R2 block = antagonists of CRF-BP/CRF-R2 complex, primary screen, cell-based, HEK293, calcium dye fluorescence, uHTS. CRF-induced calcium fluorescence. 0.59% of 350,000 active. inhibition, % at 11.8 µM;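 active = inhibition of the ligand-induced calcium signal above about 50% at the single tested concentration, limit read from the data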
# HCV NS3 hel inh = inhibitors of HCV NS3 helicase, primary screen, biochemical, Cy5 molecular beacon fluorescence; Hepatitis C virus NS3 helicase; AID 1800, 2009; NS3 helicase DNA unwinding; 0.56% of 290,000 active; inhibition, % at 10.9 µM;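 active = inhibition above the mean of all tested compounds plus 3 SD, set per campaign, cut at about 35% in these data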;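 also: 0% = DMSO wells and 100% = thioflavine S control wells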
#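 System: HCV NS3 helicase fragment; control set: DMSO and thioflavine S; technique: Cy5 fluorescence at 0 and 60 min, beacon hairpin quenching; reagent: beacon DNA duplex substrate plus ATP; replicates: singlicate; schedule: 1 h reaction at 25 °C, ATP-initiated; medium: MOPS buffer pH 6.5 with MgCl2, DTT, Tween20, BSA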
# IDE inh = human IDE inhibitors in live cells, primary screen, fluorescence polarization, HEK cells, FAbetaB substrate | Insulin-degrading enzyme (Homo sapiens), P14735 | FAbetaB cleavage | inhibition, % at 5.59 µM | 0.41% of 320,000 active;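 active = percent inhibition above the average of all tested compounds plus 3 SD, set per screening campaign, cut at about 16% in these data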;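 also: IDE supplied by intact live HEK cells; FP after avidin binding of uncleaved biotin substrate so inhibition keeps polarization high; 0% = DMSO wells and 100% = 60 µM reference IDE inhibitor Ii1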
# IDE act = human IDE activators in live cells, primary screen, fluorescence polarization, HEK cells, FAbeta-B substrate; Insulin-degrading enzyme (Homo sapiens), P14735; FAbeta-B cleavage; 0% vehicle, 100% cell-free pure enzyme wells; activation, % at 5.96 µM; 0.073% of 340,000 active;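 active = activation above the mean of all tested compounds plus 3 SD, set per screening campaign, cut at about 17% in these data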
# pCIP destab = p/CIP-EGFP fusion destabilizers, primary screen, fluorescence, F442A cells; AID 1984, 2009; decrease of EGFP signal, % at 10 µM; 16 h; 0.01% of 290,000 active;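 active = EGFP signal decrease of at least 30% at 10 µM or well 3 SD below plate mean, unless failing retest; inactive = the rest, including hits failing retest or dose response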; also: some compounds called inactive have numbers as strong as hits; many of its hits are not listed in these tables
# Target sequence (Q05BA5 1-1403): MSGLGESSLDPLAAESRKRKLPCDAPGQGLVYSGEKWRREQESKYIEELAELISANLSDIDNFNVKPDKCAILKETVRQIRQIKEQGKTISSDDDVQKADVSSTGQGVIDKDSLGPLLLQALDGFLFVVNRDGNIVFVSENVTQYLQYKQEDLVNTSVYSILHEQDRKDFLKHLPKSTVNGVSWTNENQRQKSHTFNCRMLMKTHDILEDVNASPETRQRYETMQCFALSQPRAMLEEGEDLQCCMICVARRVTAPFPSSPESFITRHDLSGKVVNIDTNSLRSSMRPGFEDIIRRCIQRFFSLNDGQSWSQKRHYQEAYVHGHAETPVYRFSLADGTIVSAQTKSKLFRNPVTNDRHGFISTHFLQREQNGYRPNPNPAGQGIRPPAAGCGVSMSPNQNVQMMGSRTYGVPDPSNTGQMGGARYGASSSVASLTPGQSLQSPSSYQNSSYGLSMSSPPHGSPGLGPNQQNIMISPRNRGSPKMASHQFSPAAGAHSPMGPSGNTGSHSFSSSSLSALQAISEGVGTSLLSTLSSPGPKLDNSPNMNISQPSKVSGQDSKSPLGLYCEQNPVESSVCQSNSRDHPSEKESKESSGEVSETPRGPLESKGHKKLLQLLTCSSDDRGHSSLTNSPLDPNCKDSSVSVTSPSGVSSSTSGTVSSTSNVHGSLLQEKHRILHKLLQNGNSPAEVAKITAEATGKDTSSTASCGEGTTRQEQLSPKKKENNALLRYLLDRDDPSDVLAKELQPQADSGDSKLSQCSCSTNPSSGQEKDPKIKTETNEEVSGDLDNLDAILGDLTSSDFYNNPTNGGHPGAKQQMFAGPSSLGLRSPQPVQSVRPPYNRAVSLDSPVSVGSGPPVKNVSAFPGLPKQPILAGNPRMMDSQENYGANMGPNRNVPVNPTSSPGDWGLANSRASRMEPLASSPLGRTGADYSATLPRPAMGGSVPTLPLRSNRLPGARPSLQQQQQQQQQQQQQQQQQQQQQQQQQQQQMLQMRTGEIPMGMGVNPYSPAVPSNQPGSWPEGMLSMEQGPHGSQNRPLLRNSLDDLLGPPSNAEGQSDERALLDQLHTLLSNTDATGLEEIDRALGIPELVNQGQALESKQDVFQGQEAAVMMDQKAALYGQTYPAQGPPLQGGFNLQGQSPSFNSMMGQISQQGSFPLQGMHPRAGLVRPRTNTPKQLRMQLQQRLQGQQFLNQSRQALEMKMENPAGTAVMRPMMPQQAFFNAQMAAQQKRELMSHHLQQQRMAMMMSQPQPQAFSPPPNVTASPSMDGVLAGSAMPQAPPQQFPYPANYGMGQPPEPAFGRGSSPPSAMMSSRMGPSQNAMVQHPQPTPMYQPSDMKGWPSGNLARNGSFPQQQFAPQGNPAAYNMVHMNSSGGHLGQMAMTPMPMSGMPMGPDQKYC
# Active calls of the source: *; / = not tested or not shown.
1	C=C1CCN([C@H](C(=O)OCc2ccc(C)cc2)C(C)C)S(=O)(=O)c2ccccc21
2	COc1ccc(CN(Cc2ccc(C(=O)O)cc2)C(=S)Nc2ccccc2C)cc1OC
3	CC1CCN(c2c(NCc3ccc(C(=O)N4CCN(C5CCCCC5)CC4)cc3)c(=O)c2=O)CC1
4	Cc1ccc(NC(=O)CCCCCN2C(=O)c3ccccc3C2=O)nc1
5	CCCn1c(/N=C/c2ccccc2O)nc2ccccc21
6	O=C(CN1C(=O)c2ccccc2S1(=O)=O)c1ccccc1
Screen / compound no.	1	2	3	4	5	6
IMP-1 inh	/	0.1	-0.4	-2.2	-1.5	2.1
VIM-2 inhibitor	/	-0.1	-0.1	-3.1	-0.4	-1.2
GalR3 antag	-5.9	-4.0	3.7	-5.7	-2.5	-3.6
UBC9 SUMO inh	-12.3	-5.2	-0.4	-3.8	24.7	-0.5
CRFBP-R2 block	2.1	-5.2	-0.8	-22.6	-2.8	-18.1
HCV NS3 hel inh	/	-3.5	-4.6	-2.5	-3.2	1.6
IDE inh	4.7	-3.9	1.1	-0.8	-4.2	-6.9
IDE act	3.9	-0.1	1.0	-0.8	2.0	2.0
pCIP destab	-15.7	5.5	2.7	2.5	-9.0	3.1

7	CCc1nnc(NC(=O)c2cc(C)nc3ccccc23)s1
8	CN(C)S(=O)(=O)c1cccc(NC(=S)N/N=C/C2CC=CCC2)c1 (centres undefined)
9	O=c1[nH]c(CN2CCN(S(=O)(=O)c3ccccc3C(F)(F)F)CC2)nc2sc3c(c12)CCCC3
10	COc1ccc(S(=O)(=O)N2CCN(c3ccccn3)CC2)cc1[N+](=O)[O-]
11	COC(=O)c1cc2sc(Cl)cc2n1CC(=O)Nc1cccc(SC)c1
12	Cc1ccc(C)c(C(=O)c2ccccc2NC(=O)c2ccccn2)c1
Screen / compound no.	7	8	9	10	11	12
IMP-1 inh	-1.0	-4.3	-5.4	-1.8	-2.1	1.0
VIM-2 inhibitor	-0.1	70.8*	-6.9	-1.5	-2.6	0.0
GalR3 antag	-0.2	-10.1	-0.6	-2.4	1.1	-10.1
UBC9 SUMO inh	-3.5	18.8	-27.1	10.1	8.5	-7.0
CRFBP-R2 block	-11.1	4.4	-1.4	-11.7	6.0	8.5
HCV NS3 hel inh	0.1	0.5	-3.3	-6.3	19.9	-12.5
IDE inh	1.2	-1.8	9.6	4.2	-0.8	-0.9
IDE act	3.3	-3.2	-0.1	6.0	4.4	2.5
pCIP destab	27.4	-0.3	11.1	-11.9	7.7	5.8

13	O=C1SCCC1NC(=O)C(c1ccccc1)c1ccccc1 (centres undefined)
14	Cc1ccc2nc(-c3ccccn3)cc(C(=O)Nc3ccc4c(c3)OCO4)c2c1
15	C=CC[C@H](CC(=O)NCCO)C(=O)N[C@H](COC(=O)[C@H](CC=C)CC(=O)OC(C)(C)C)Cc1c[nH]c2ccccc12
16	CCCCn1c(N)c(N(CCOC)C(=O)c2ccc(-c3ccc(C(C)=O)cc3)o2)c(=O)[nH]c1=O
17	O=C(Nc1ccc(-c2nc3ccccc3[nH]2)cc1)C1CCCO1 (centres undefined)
18	O=C(O)c1ccccc1C(=O)NNc1ccc(F)cc1F
Screen / compound no.	13	14	15	16	17	18
IMP-1 inh	-2.6	-1.7	/	/	-2.9	4.5
VIM-2 inhibitor	-2.4	-3.0	/	/	-5.4	-0.4
GalR3 antag	-4.7	-3.9	-1.7	-0.6	-5.8	-1.8
UBC9 SUMO inh	1.0	21.4	/	/	4.9	5.7
CRFBP-R2 block	-1.0	3.7	-14.2	-3.9	-4.0	15.5
HCV NS3 hel inh	0.1	13.2	/	/	6.5	1.5
IDE inh	4.8	1.4	-2.6	8.9	3.8	-3.3
IDE act	/	-0.3	3.5	-3.7	-5.1	4.0
pCIP destab	-28.9	-3.3	/	/	-1.7	-11.5

19	COCCn1c(SCC(=O)Nc2ccc(NC(C)=O)cc2)nc2c([nH]c3ccccc32)c1=O
20	CCOC(=O)c1c(C)[nH]c(C(=O)OC/C(O)=C(\C#N)c2nc3ccccc3[nH]2)c1C
21	CCc1ccc(C(=O)COC(=O)c2cncc(Br)c2)cc1
22	CC(C)CN(C(=O)COC(=O)CCc1c[nH]c2ccccc12)c1c(N)n(Cc2ccccc2)c(=O)[nH]c1=O
23	Cc1ccc(S(=O)(=O)NCCC(=O)Nc2nnc(C)s2)cc1
24	COc1ccc(CCN2C(=NC(=O)C(C)C)SC3CS(=O)(=O)CC32)cc1OC (centres undefined)
Screen / compound no.	19	20	21	22	23	24
IMP-1 inh	-1.4	-2.7	-1.1	/	-5.0	-2.5
VIM-2 inhibitor	-0.6	-6.0	-0.1	/	-4.0	-0.9
GalR3 antag	-4.2	/	-3.6	3.3	6.0	-4.3
UBC9 SUMO inh	16.6	25.8	5.6	/	-1.2	19.8
CRFBP-R2 block	2.5	-15.0	-21.2	-4.1	-4.3	-2.9
HCV NS3 hel inh	-2.0	-3.6	-2.6	/	-4.1	6.0
IDE inh	-2.1	-2.8	-1.0	7.5	-0.5	3.0
IDE act	-2.7	7.8	0.1	3.4	2.8	-1.9
pCIP destab	1.2	-5.5	-0.3	/	-10.2	3.7

25	O=C(NCCC1=CCCCC1)c1cnsn1
26	Cc1ccc(S(=O)(=O)Nc2ccc(-c3csc(-c4ccccc4)n3)cc2)cc1
27	C#CCSc1nnnn1-c1ccc(Br)c(C)c1
28	N#Cc1ccc(C(=O)OCC(=O)Nc2ccc(S(N)(=O)=O)cc2)cc1
29	CCOC(=O)CN(Cc1sccc1C)C(=O)Nc1ccc(OCC)cc1
30	COc1cccc(/C=C/C(=O)OCCN2C(=O)c3ccccc3C2=O)c1
Screen / compound no.	25	26	27	28	29	30
IMP-1 inh	-5.1	-1.3	-2.6	-2.6	-2.1	0.6
VIM-2 inhibitor	-1.6	-2.2	-1.3	-2.1	-1.8	0.6
GalR3 antag	-5.0	-1.0	-11.1	-1.5	-2.3	-12.2
UBC9 SUMO inh	18.5	-15.7	5.1	8.9	-4.7	13.1
CRFBP-R2 block	-1.4	-15.9	-0.7	1.5	-10.2	19.7
HCV NS3 hel inh	-7.7	-7.0	9.3	-3.5	-2.5	-1.3
IDE inh	2.6	0.5	0.2	-0.7	0.1	-1.7
IDE act	-2.2	5.8	-2.1	-1.7	1.0	-0.9
pCIP destab	6.2	-8.8	-2.5	-15.0	0.4	-10.9

31	COc1ccc(S(=O)(=O)N2CCOCC2)cc1NC(=O)C1CC1
32	Cc1ccccc1-c1nn(-c2ccc(F)cc2F)cc1CNCCCO
33	CCOc1ccc(Oc2ccc(S(=O)(=O)N3CCOCC3)cc2N)cc1
34	CCCC(=O)N(c1ccc(F)cc1)C1C=CS(=O)(=O)C1 (centres undefined)
35	Cc1noc(NS(=O)(=O)c2ccc(NC(=O)c3cnc4n(c3=O)CCS4)cc2)c1C
36	CC(=O)Nc1ccc(NC(=O)C(Cc2ccccc2)NC(=O)C2CCCCC2)cc1 (centres undefined)
Screen / compound no.	31	32	33	34	35	36
IMP-1 inh	/	-1.9	-1.8	-2.8	-2.0	-0.8
VIM-2 inhibitor	/	0.9	-2.8	-2.3	-1.4	-2.3
GalR3 antag	-3.7	-3.4	-0.1	-1.9	-7.2	6.1
UBC9 SUMO inh	/	8.6	-10.4	12.9	-2.8	-8.2
CRFBP-R2 block	6.4	2.5	39.2	0.5	-1.9	-6.4
HCV NS3 hel inh	/	-10.6	-0.6	0.4	4.7	5.0
IDE inh	3.3	8.3	5.2	-1.8	3.6	-0.1
IDE act	0.2	8.1	0.3	3.4	2.0	-4.0
pCIP destab	/	-5.6	-4.3	-11.0	-3.7	-2.5

37	Cc1cc(NC(=O)CN2C(=O)/C(=C/c3ccccc3F)SC2=S)no1
38	CCCN(CCC)c1nc(C#N)nc(N(CCC)CCC)n1
39	CCC(=O)c1ccc(OCC(=O)OCC(=O)Nc2cccc(S(=O)(=O)N3CCCC3)c2)cc1
40	CSc1nc(C)cc(OCC(=O)N/N=C/c2ccccc2O)n1
41	CCC(C)c1ccc(NC(=S)NN2CCOCC2)cc1 (centres undefined)
42	CCCC(=O)Nc1nnc(SCC(=O)NC2CC2)s1
Screen / compound no.	37	38	39	40	41	42
IMP-1 inh	-1.7	-2.3	/	-3.4	0.7	-2.5
VIM-2 inhibitor	-3.6	0.5	/	-2.1	-2.8	-0.5
GalR3 antag	4.1	1.1	-6.7	-1.9	4.7	-6.0
UBC9 SUMO inh	15.0	14.6	/	6.2	-18.6	4.8
CRFBP-R2 block	-20.3	14.3	6.3	12.5	-2.7	-2.2
HCV NS3 hel inh	17.1	2.6	/	1.4	-22.2	-4.9
IDE inh	13.0	-4.7	-4.6	0.1	5.2	1.2
IDE act	1.4	4.5	0.2	-2.9	-1.7	0.1
pCIP destab	20.6	2.4	/	-5.2	-30.9	-4.1

43	CC(=O)Nc1ccc(CN2CCCN(C)CC2)cc1
44	Cc1cc(Cl)ccc1OCC(=O)OCC(=O)c1c(N)n(C)c(=O)n(C)c1=O
45	CCN(c1ccccc1)S(=O)(=O)c1ccc(C(=O)NCCc2ccc(S(N)(=O)=O)cc2)cc1
46	CN=C(Nc1cccnc1)c1ccccc1
47	CC(C)c1ccc(NC(=S)N2CCCC(c3ccc(F)cc3)=N2)cc1
48	O=C(CSCC(=O)N1CCCCC1)Nc1nc(-c2cccs2)cs1
Screen / compound no.	43	44	45	46	47	48
IMP-1 inh	-0.8	/	-4.3	-2.1	-2.1	-1.6
VIM-2 inhibitor	-0.5	/	-1.3	-2.8	-0.7	-2.9
GalR3 antag	-7.5	-4.8	-8.3	-5.5	-2.6	/
UBC9 SUMO inh	21.5	/	3.2	10.0	-13.4	5.7
CRFBP-R2 block	-0.2	-0.2	-3.8	3.8	-4.2	-1.5
HCV NS3 hel inh	3.1	/	0.6	9.2	-4.4	3.2
IDE inh	-2.1	1.9	6.4	3.1	4.0	4.8
IDE act	3.1	4.0	-2.0	-3.2	1.1	-4.5
pCIP destab	-7.2	/	-2.7	3.7	-0.7	-17.6

# Part of the list above, limited to GalR3 antag and UBC9 SUMO inh.
item	canonical_smiles	GalR3 antag	UBC9 SUMO inh
36	CC(=O)Nc1ccc(NC(=O)C(Cc2ccccc2)NC(=O)C2CCCCC2)cc1 (centres undefined)	6.1	-8.2
37	Cc1cc(NC(=O)CN2C(=O)/C(=C/c3ccccc3F)SC2=S)no1	4.1	15.0
